# TbMetRS inhib = T. brucei MetRS inhibitors, primary screen, biochemical, luminescence; methionyl-tRNA synthetase (Trypanosoma brucei brucei); AID 624268, 2012; purified T. brucei MetRS, ATP depletion, Kinase-Glo luminescence; hit rate 0.4% among 360,000; inhibition, % at 11.9 µM;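 active = inhibition above a per-plate cutoff of the control wells' mean inhibition plus 3 SD, cut at about 5.5% in these data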;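 also: 0% = DMSO wells median and 100% = median of wells with control inhibitor compound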
#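 Dosing: 11.9 µM compound single dose, 0.9% DMSO; Assay system: purified T. brucei MetRS enzyme; Measured by: Kinase-Glo luciferase luminescence reporting remaining unconsumed ATP; Schedule: 15 min plus 2 h at 25 °C.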
# SUMO1 PPI mod = modulators of SUMO1 protein-protein interactions, primary screen, biochemical, uHTS. SUMO1 binding to a labelled peptide, TR-FRET, 1 h. inhibition, % at 20 µM. hit rate 0.33% among 360,000; in the data active = inhibition above about 37%
# STEP inh = STEP phosphatase inhibitors, primary screen, biochemical, fluorescence intensity, uHTS. hit rate 0.25% among 360,000. Tyrosine-protein phosphatase non-receptor type 5 (Homo sapiens), P54829. recombinant STEP, OMFP fluorogenic substrate. inhibition, % at 20 µM. AID 588621, 2011;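 active = inhibition at 20 µM, scaled per plate between control wells, above about 37%, limit read from the data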;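 also: 0% = DMSO with enzyme and substrate and 100% = substrate only without enzyme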
#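 Material: STEP (striatal-enriched tyrosine phosphatase) enzyme, cell-free; Compound dosing: 20 µM single dose in 1% DMSO; Technique: fluorescence read at 480 nm ex / 540 nm em; Times: reaction 20 min, ambient temperature; Medium: 50 mM Bis-Tris pH 6.0 with 2.5 mM DTT and 0.005% Tween 20; Also added: OMFP at 25 µM.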
# Scp-1 inhibitor = Scp-1 phosphatase inhibitors, primary screen, biochemical, colorimetric, uHTS; Recombinant Scp1, phosphopeptide, malachite green phosphate absorbance; inhibition, % at 20 µM; hit rate 0.88% among 340,000;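 active = inhibition above about 50% at 20 µM, limit read from the data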;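 also: plate controls were DMSO wells with enzyme for no effect and wells lacking enzyme for full effect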
#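 System: truncated SCP-1 phosphatase (76-261aa); medium: Tris acetate buffer pH 5.5 with MgCl2 and Tween-20; incubation: 45 min room-temperature reaction, 5 min colour, 30 min stabiliser; compound: single 20 µM dose, 1% DMSO; reagent: Phosphorylated 17-residue peptide substrate; read-out: % inhibition at 20 µM; technique: colorimetric free-phosphate detection, absorbance 630 nm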
# Rpn11 inh = Rpn11 (PSMD14) deubiquitinase inhibitors, primary screen, biochemical, fluorescence polarization, uHTS; hit rate 0.59% among 360,000; human 26S proteasome, Ub4-pepOG fluorescence polarization; 20S core pre-blocked with epoxomicin; 26S proteasome non-ATPase regulatory subunit 14 (Homo sapiens), O00487; calls only at 20 µM; AID 588493, 2011;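 active = inhibition at 20 µM, scaled to each plate's controls, above about 33%, limit read from the data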
# MsrA inhibitor = bovine MsrA enzyme inhibitors, primary screen, biochemical, absorbance, HTS. Methionine sulfoxide reductase A (Bos taurus). purified bovine MsrA, absorbance read-out. inhibition, % at 15.5 µM. hit rate 0.75% among 360,000. AID 651718, 2012; in the data active = inhibition above about 4.5%;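 also: 0% = vehicle wells with enzyme and 100% = reference inhibitor wells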
# LMPTP block = LMPTP phosphatase inhibitors, primary screen, biochemical, fluorescence intensity, uHTS | AID 651560, 2012 | inhibition, % at 20 µM | recombinant LMPTP-A, OMFP fluorogenic substrate | hit rate 0.22% among 360,000;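 active = compounds that cut the enzyme signal by at least half of the control window in the single-dose screen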;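 also: plate controls were DMSO wells with enzyme plus substrate for no effect and substrate without enzyme for full effect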
#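 Assay system: LMPTP-A enzyme. Input: 0.625 nM LMPTP-A final. Probe or stimulus: 400 µM OMFP. Compound dosing: single 20 µM dose. Schedule: 50 min dark incubation at room temperature. Detection: fluorescence intensity of OMFP turnover product. Read-out: percent inhibition versus substrate-only and uninhibited controls. Benchmarks: no-enzyme low control, uninhibited high control.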
# NadD inh = inhibitors of S. aureus NadD, primary screen, biochemical, colorimetric, uHTS | Nicotinate-nucleotide adenylyltransferase NadD (Staphylococcus aureus N315) | purified NadD enzyme, colorimetric absorbance read-out | inhibition, % at 20 µM | hit rate 0.78% among 360,000; in the data active = inhibition above about 26%; also: some compounds past the cut are filed as inactive
# CSN deneddyl inh = inhibitors of CSN-mediated cullin deneddylation, primary screen, biochemical, fluorescence polarization, uHTS | hit rate 0.38% among 360,000 | inhibition, % at 12.5 µM | Purified CSN, SCF-Nedd8-OG deneddylation | COP9 signalosome complex subunit 5 (Homo sapiens), Q92905;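 active = pattern-corrected inhibition above about 35%, with an unprinted fluorescence ratio check between 0.5 and 1.5, limit read from the data, passing the limit was not always enough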;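 also: 0% = enzyme with substrate and 100% = substrate without enzyme; some results filed as inactive read as strong as hits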
#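 Schedule: reaction 90 min, room temperature / Assay system: HEK293T-derived human Csn5 enzyme / Input: Csn5 at 0.24 nM final / Measure: inhibition of Csn5 cleavage, % / Control set: substrate-only high control, full reaction low control / Technique: fluorescence polarization of the substrate / Buffer or medium: Tris/NaCl/DTT buffer, pH 7.5 / Reagent: SCFSkp2-Nedd8OG substrate at 10 nM final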
# DNMT1 block = human DNMT1 methyltransferase inhibitors, primary screen, biochemical, molecular beacon, fluorescence, HinP1I cleavage, uHTS; inhibition (reported as % activation of signal), % at 10 µM; AID 588458, 2011; hit rate 0.83% among 360,000; DNA (cytosine-5)-methyltransferase 1 (Homo sapiens), P26358; in the data active = inhibition above about 50%
# Target sequence (P26358 504-1616 limits assumed): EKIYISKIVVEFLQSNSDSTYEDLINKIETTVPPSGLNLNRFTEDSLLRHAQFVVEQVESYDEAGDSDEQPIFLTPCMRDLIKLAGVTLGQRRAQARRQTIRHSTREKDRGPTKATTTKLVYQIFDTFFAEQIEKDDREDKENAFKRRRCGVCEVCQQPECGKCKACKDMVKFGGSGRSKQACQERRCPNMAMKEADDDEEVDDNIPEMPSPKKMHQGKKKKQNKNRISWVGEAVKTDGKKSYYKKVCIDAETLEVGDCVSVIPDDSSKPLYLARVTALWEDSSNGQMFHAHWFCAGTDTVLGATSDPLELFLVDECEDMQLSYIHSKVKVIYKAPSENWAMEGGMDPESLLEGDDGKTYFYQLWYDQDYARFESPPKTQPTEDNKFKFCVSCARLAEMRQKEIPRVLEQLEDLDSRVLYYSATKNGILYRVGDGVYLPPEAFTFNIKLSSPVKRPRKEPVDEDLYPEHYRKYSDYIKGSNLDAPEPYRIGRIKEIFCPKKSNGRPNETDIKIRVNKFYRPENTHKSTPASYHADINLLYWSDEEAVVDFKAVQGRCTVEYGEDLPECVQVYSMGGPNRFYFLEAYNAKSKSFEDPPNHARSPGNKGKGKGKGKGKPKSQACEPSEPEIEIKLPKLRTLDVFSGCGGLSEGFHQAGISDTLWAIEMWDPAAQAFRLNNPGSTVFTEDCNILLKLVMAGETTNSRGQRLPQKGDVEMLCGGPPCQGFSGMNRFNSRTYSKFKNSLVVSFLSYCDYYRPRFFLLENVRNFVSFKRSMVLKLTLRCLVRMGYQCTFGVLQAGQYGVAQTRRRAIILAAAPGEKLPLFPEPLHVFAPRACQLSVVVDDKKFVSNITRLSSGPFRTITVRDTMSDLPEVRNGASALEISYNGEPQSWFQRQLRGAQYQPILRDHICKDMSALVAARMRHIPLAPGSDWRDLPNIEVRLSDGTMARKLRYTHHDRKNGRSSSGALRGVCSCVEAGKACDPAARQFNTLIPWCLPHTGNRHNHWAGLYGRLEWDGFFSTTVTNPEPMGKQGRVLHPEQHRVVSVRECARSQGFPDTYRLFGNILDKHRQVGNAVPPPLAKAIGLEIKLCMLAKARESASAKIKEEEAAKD
# * = called active by the depositor; i = inactive; · = not tested or not shown.
SMILES,TbMetRS inhib,SUMO1 PPI mod,STEP inh,Scp-1 inhibitor,Rpn11 inh,MsrA inhibitor,LMPTP block,NadD inh,CSN deneddyl inh,DNMT1 block
CN(C)/C=N/c1nc2nccc(-c3ccc(Cl)cc3)n2n1,1.0,-2.2,-1.3,-6.4,i,0.7,-0.9,-1.9,-1.9,3.2
Cc1onc(-c2ccccc2)c1C(=O)N1CCN(C)CC1,-1.5,-5.6,8.7,-9.4,i,-0.5,-1.3,2.1,-0.7,-0.6
COc1cc(SC)ccc1C(=O)Nc1ccccc1,0.5,-3.3,-3.6,-3.5,i,1.1,-0.1,-2.9,-3.1,7.4
COc1cccc(CNC(=O)CN2CCC(c3nc4ccc(C)cc4[nH]3)CC2)c1,0.7,2.0,-1.8,2.0,i,0.6,-0.3,-8.3,7.4,4.5
Cn1c(CC(=O)Nc2ccccc2Cl)nnc1SCC(=O)NC1CCCCC1,-1.6,3.7,1.6,-4.9,i,-0.1,0.5,-9.5,2.3,-1.1
COc1cccc(C(=O)Nc2ncc3c(n2)CC(C)(C)CC3=O)c1,-0.3,0.4,-0.9,31.0,i,-0.2,-1.3,3.4,-3.6,1.7
NC(=O)CCn1c2ccccc2c2ccccc21,-0.5,-1.2,-1.8,-4.6,i,0.4,-1.2,3.3,3.2,-2.5
CCc1c(C)sc(NC(=O)CC#N)c1C#N,-1.5,31.1,-1.1,23.7,i,·,3.6,7.3,9.2,13.7
COc1ccc(S(=O)(=O)N2CCC(C(=O)NCc3ccncc3)CC2)cc1,0.3,5.1,-0.1,-7.5,i,-1.1,0.3,-4.5,-0.8,-0.1
COc1ccc(C(=O)NCCCN2CCOCC2)cc1,-1.3,-3.2,1.1,-7.5,i,1.4,-2.0,0.0,-2.6,0.3
O=C(N/N=C/c1cccc([N+](=O)[O-])c1)C(=O)N1CCCCCC1,-0.3,-15.0,0.8,-4.2,i,0.5,1.3,0.5,-0.9,2.5
Cc1nn(C)cc1CN(C)C(=O)CCc1nnc(CCC2CCCCC2)o1,-0.4,1.8,-0.3,-5.4,i,-0.7,-1.0,-2.5,-3.7,11.7
CN(C)Cc1cn(CC[C@@H]2CC[C@@H](NC(=O)Nc3ccccc3F)[C@@H](CO)O2)nn1,0.0,3.2,·,·,·,-1.5,-0.9,·,-0.2,·
C[C@H]1CN(CCc2ccccc2)C(=O)[C@@H]1CC(=O)NCc1ccccc1,-0.3,4.5,-2.5,-4.4,i,-0.9,-1.4,-5.9,-1.3,3.4
COc1ccc(NC2CCCN(C(=O)COc3ccc(C)cc3)C2)cc1 (configuration not stated),-0.4,0.9,4.8,-3.1,i,-1.4,0.8,1.2,9.2,-1.4
CCOc1ccc(CN(CC)C(=O)c2ccc3c(c2)[nH]c(=O)c(=O)n3CC)cc1OC,0.3,4.0,-1.2,-5.5,i,-0.2,-1.3,5.8,0.3,0.4
Cc1ccc(NC(=O)N2CCCC(c3nc(-c4ccc(F)cc4)no3)C2)cc1 (configuration not stated),-0.3,-6.7,-0.2,-14.0,i,0.4,1.6,-13.7,2.2,-1.8
NC(=O)c1ccc(Nc2ccc3nonc3c2[N+](=O)[O-])cc1,1.4,-22.6,-1.6,-8.1,i,0.8,0.7,0.8,-4.0,1.8
CC(C)n1c(SCC(=O)N2CCCC2)nc2c1c(=O)n(C)c(=O)n2C,-0.9,0.7,0.6,9.7,i,0.2,-2.3,-2.0,0.0,3.7
COc1ccc(C(=O)CSc2nnc(CNC(=O)c3ccco3)n2C)cc1,1.1,-0.5,-1.0,-3.9,i,-1.1,-2.2,-8.0,-5.2,-0.3
Cc1ccc2nc(COC(=O)CNC(=O)c3ccccc3)cn2c1,0.0,-1.4,-2.8,-4.0,i,-0.1,-1.0,-0.4,-2.1,0.8
FC(F)(F)c1cccc(-c2nc3nc(Cl)c(Cl)nc3[nH]2)c1,-0.6,-5.7,-1.1,2.0,i,·,1.0,-2.9,14.3,0.9
Cc1ccc(NC(=O)OCCN2CCN(Cc3ccccc3)CCC2=O)cc1C,0.0,1.5,-2.5,-4.4,i,0.3,-0.2,-1.4,-5.2,-1.5
C/C(=N\NC(=O)c1nnn(-c2nonc2N)c1CSc1ccc(Cl)cc1)c1ccco1,-0.3,-3.6,3.1,-2.2,i,-0.5,1.2,26.5,5.5,10.1
Cn1cc(C(=O)c2ccc(Cl)cc2Cl)cc1C(=O)N/N=C(\N)COc1ccccc1,-0.1,3.5,3.9,38.4,i,0.9,-2.9,-2.2,-3.0,-4.5
Cc1ccc(NC(=O)COC(=O)CCNS(=O)(=O)c2c(Cl)cccc2Cl)cc1,0.2,5.1,0.0,3.3,i,-1.0,0.9,-2.0,-0.9,0.2
COc1ccc(NC(=O)CN(C)C(=O)c2cn(-c3ccccc3)nc2-c2ccc(Cl)cc2)cc1,-0.5,0.3,-0.1,5.2,i,-1.4,3.2,-3.9,2.5,-4.1
CC(C)c1ccc(S(=O)(=O)N2CCN(C(C)C(=O)NC3CCCC3)CC2)cc1 (configuration not stated),-0.3,0.0,1.5,-5.2,i,0.3,-0.8,8.2,-2.1,-7.0
CN1CCc2c(sc3c2C(=O)NC(c2ccc(-c4cccc(Cl)c4)o2)N3)C1 (configuration not stated),0.1,-4.8,-33.1,-9.8,·,·,1.1,10.4,44.3*,-17.1
CCC(=O)N/C(=N\OCc1ccc(F)cc1)c1nonc1NC(=O)CC,0.0,1.7,-1.4,2.8,i,-0.3,-1.1,-1.5,1.4,4.7
CC(C)=CCN1CCN(Cc2cnc(-c3ccccc3)s2)CC1CCO (configuration not stated),0.6,-2.4,-2.4,3.1,i,-1.4,-1.8,-10.5,3.1,1.3
Cc1cc(C)c(S(=O)(=O)N2CCN(C(=O)C3COc4ccccc4O3)CC2)c(C)c1 (configuration not stated),-0.1,6.3,7.4,42.8,i,-0.6,5.5,-1.3,-3.0,7.4
O=C(COc1ccc(S(=O)(=O)Nc2ccc(Cl)cc2)cc1)N1CCOCC1,-0.1,3.1,-0.4,-10.2,i,0.5,-0.3,0.1,5.1,1.3
Cc1oc(-c2ccc(Cl)cc2)nc1CN1CCC(C(=O)N2CCN(Cc3ccccc3)CC2)CC1,0.2,3.1,-0.9,-11.7,i,-0.6,1.4,2.6,-3.8,-1.9
Cc1[nH]c2ccccc2c1-c1csc(N)n1,0.0,2.0,-0.8,5.6,i,-0.3,-2.5,3.6,7.6,-15.8
COc1ccc(CCNC(=O)CS(=O)(=O)Cc2nc(-c3ccccc3Cl)oc2C)cc1OC,0.4,5.0,3.1,-9.2,i,-0.8,-1.5,-4.4,-1.5,1.3
CNc1cc(-c2cccc(C(=O)N3CCOCC3)c2)ncn1,0.4,0.4,2.4,·,i,-0.8,-1.0,1.1,-0.2,2.9
COCCN1C(=O)N(c2cccc(OC)c2)C(=O)C1CC(=O)Nc1ccc(Cl)cc1 (configuration not stated),4.5,1.4,-3.7,-10.2,i,2.4,-0.8,-7.6,-1.0,-2.2
Cc1cc(C)c2nc(NC(=O)c3ccc([N+](=O)[O-])o3)sc2c1,0.5,-7.5,3.5,-4.7,i,-0.1,0.9,9.7,2.9,-2.7
CCc1ccc(C(=O)CCC(=O)Nc2ccc(OC)c(S(=O)(=O)N3CCCCC3)c2)cc1,-0.5,1.4,-1.1,-12.7,i,0.8,1.5,-4.2,3.4,-9.2
COc1ccccc1-c1nnc(NC(=O)c2cccc(N3C(=O)CCC3=O)c2)o1,0.3,15.8,6.3,-7.3,i,3.0,-0.3,6.8,-8.0,3.6
COc1ccc(NC(=O)c2ccc(NCCCN3CCOCC3)c([N+](=O)[O-])c2)cc1,-1.0,-36.2,-1.1,-9.3,i,-0.3,2.3,-5.9,-1.7,0.5
Cc1ccc(Cl)c2sc(NC(=O)C3=COCCO3)nc12,-0.3,-2.9,-0.7,-8.0,i,-0.7,3.9,-4.5,1.1,5.6
O=C(NCCCNC(=O)c1ccccc1Br)c1ccccc1Br,0.0,2.1,2.9,-6.2,i,0.6,-1.9,-0.6,-6.7,0.2
CCCNC(=S)NCCN1CCCCC1,-0.6,3.4,-0.3,-6.0,i,0.9,-6.3,-4.8,0.6,2.2
Cc1ccc(C(C(=O)Nc2ccc(C(C)C)cc2)N(C)C(=O)c2ccc(=O)[nH]c2)cc1 (configuration not stated),-0.8,0.0,-0.9,5.4,i,0.5,2.5,2.1,-7.4,-2.3
CCOc1ccc(N2CC(C(=O)NCc3ccc(C)n3C)CC2=O)cc1 (configuration not stated),-0.2,22.6,-0.4,-0.8,i,0.2,-1.7,0.2,-2.8,-0.1

# An excerpt of these results, with bars between the fields.
Structure | TbMetRS inhib | SUMO1 PPI mod | STEP inh | Scp-1 inhibitor | Rpn11 inh | MsrA inhibitor | LMPTP block | NadD inh | CSN deneddyl inh | DNMT1 block
COc1ccccc1-c1nnc(NC(=O)c2cccc(N3C(=O)CCC3=O)c2)o1 | 0.3 | 15.8 | 6.3 | -7.3 | i | 3.0 | -0.3 | 6.8 | -8.0 | 3.6
COc1ccc(NC(=O)c2ccc(NCCCN3CCOCC3)c([N+](=O)[O-])c2)cc1 | -1.0 | -36.2 | -1.1 | -9.3 | i | -0.3 | 2.3 | -5.9 | -1.7 | 0.5
Cc1ccc(Cl)c2sc(NC(=O)C3=COCCO3)nc12 | -0.3 | -2.9 | -0.7 | -8.0 | i | -0.7 | 3.9 | -4.5 | 1.1 | 5.6
